S3 lipid droplet: qHTS Assay for Lipid Storage Modulators in Drosophila S3 Cells; Drosophila S3 cells, BODIPY lipid droplet fluorescence, 18-24 h; cells fed with added oleic acid; Potency in µM for hits, for the others lipid storage change, negative = inhibition, % at the top dose, mostly 46.1 µM; hit rate 0.64% among 320,000; active means well fitted inhibition curve with a large enough effect in the signal ratio, with a control signal flat, not every such curve was filed as active; inconclusive means small, poorly fitted or top-dose-only effect, or effect the other way, or a change in a side signal; the % refers to the signal ratio
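Drosophila S3 cells got compounds at several concentrations plus oleic acid (400 uM solution). Laser-scanning cytometry with 488 nm excitation read lipid droplets at 500-530 nm and cells at 575-640 nm. Percent activity was relative to 20 uM Triacsin C.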
S3 lipid droplet cell count max: further read-out of S3 lipid droplet, marked with its call; cell number change, %; measured here: cell count max response;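 cells counted by Cell Tracker Red CMTPX staining in the red channel; peak over a dose series mostly up to 46.1 µM; percent activity relative to internal control wells on each plate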
Active calls of the source: *; i = inactive; ? = inconclusive; . = no result given; [ ] = remark or other dose. On the % scale 0 is the no-effect control and ±100 the full control effect; potency means the concentration at half of the fitted maximal effect. This is a subset; count on the stated rates, not on these rows.

Preview, 3 compounds:
S3 lipid droplet	S3 lipid droplet cell count max	Compound
?	.	COc1ccc(NC(=O)c2cc(-c3ccco3)nc3ccccc23)cc1S(=O)(=O)N1CCOCC1
?	.	COc1cc2c(c(OC)c1OC)CC(=O)N(C)CC2
-3%	5	CC(=O)Nc1cccc(NC(=O)c2cc(C)on2)c1

The listing (from the top)
S3 lipid droplet	S3 lipid droplet cell count max	Compound
?	.	COc1ccc(NC(=O)c2cc(-c3ccco3)nc3ccccc23)cc1S(=O)(=O)N1CCOCC1
?	.	COc1cc2c(c(OC)c1OC)CC(=O)N(C)CC2
-3%	5	CC(=O)Nc1cccc(NC(=O)c2cc(C)on2)c1
4%	12	COC(=O)C1C/C(=N\NS(=O)(=O)c2ccc(C)cc2)c2sccc2C1 (centres undefined)
?	.	COc1cc(C#Cc2c(-c3ccccc3)n(C)c3ccccc23)cc(OC)c1
?	.	O=C1c2ccccc2C(=O)N1CCc1c[nH]c2ccccc12
10%	13	O=C(CSc1nc2c(sc3ccccc32)c(=O)n1CCCN1CCOCC1)NC1CCCC1
i	-3	COc1ccccc1/C=C/C(=O)Nc1ccc(S(=O)(=O)Nc2cc(C)on2)cc1
?	.	O=C(COc1ccccc1)NC(=S)Nc1ccc2c3c(cccc13)CC2
?	.	Nc1ccn(CC(=O)NCCNc2ccc([N+](=O)[O-])cn2)c(=O)n1
?	.	COC(=O)c1ccc(C(=O)OC)c(NC(=S)N2CCCCC2C)c1 (centres undefined)
i	.	O=c1oc(-c2ccccc2)nc2sc3c(c12)CCCC3

Given comma-delimited: part of the list above
molecule,S3 lipid droplet,S3 lipid droplet cell count max
O=C(COc1ccccc1)NC(=S)Nc1ccc2c3c(cccc13)CC2,?,.
Nc1ccn(CC(=O)NCCNc2ccc([N+](=O)[O-])cn2)c(=O)n1,?,.
COC(=O)c1ccc(C(=O)OC)c(NC(=S)N2CCCCC2C)c1 (centres undefined),?,.

Carrying on:
S3 lipid droplet	S3 lipid droplet cell count max	Compound
-15%	1	COc1ccc(C(=O)O)cc1S(=O)(=O)NC(C)C
?	.	CCN(CC)S(=O)(=O)c1cccc2cc(C(=O)O)c(O)cc12
?	.	COc1cc(CNCc2ccc3c(c2)OCO3)c([N+](=O)[O-])cc1OC
0%	12	C/C(=N/NC(=O)c1cccnc1)C1=C(O)CC(C)(C)CC1=O
-11%	-18	O=C(Oc1ccc([N+](=O)[O-])cc1)c1ccc(Cl)c(S(=O)(=O)N2CCCCC2)c1
?	.	O=C(c1c[nH]c2ccccc12)N1CCN(c2ccccc2)CC1
?	.	O=C(Nc1cccc(Cl)c1)N1CCCCCC1
2%	20	O=C1/C(=C/c2cccs2)Cc2ccccc21
?	.	O=S(=O)(Nc1cccc(Oc2ccc(Cl)cc2)n1)c1ccc(F)cc1
-9%	-9	CCOc1cc(N2CCOCC2)c(OCC)cc1NC(=O)CN1CCc2ccccc2C1
13%	9	COc1ccc(OC)c(NC(=O)CSc2nnc(-c3ccncc3)s2)c1
?	.	CCc1ccc2oc(-c3ccc(OC)cc3)cc(=Nc3cccc(C(=O)O)c3)c2c1
10%	3	Cc1nn(-c2ccccc2)nc1-c1nnc(-c2ccc(C(F)(F)F)cc2)o1
?	.	O=C(CCN1CCN(c2ccccc2)CC1)NNC(=O)Cc1ccccc1Cl
?	.	O=C(Nc1ccccc1)c1ccc2ccccc2n1
?	.	CS(=O)(=O)N1CCc2cc(C(=O)N3CCOCC3)ccc21
16%	.	Cc1cc(NC(=O)CN2CCN(C/C=C/c3ccccc3)CC2)c([N+](=O)[O-])cc1C
?	.	O=[N+]([O-])c1ccccc1NC1CCN(Cc2ccccc2)CC1
8%	10	Cc1noc(C)c1C(=O)OCC(=O)NC(=O)NC12CC3CC(CC(C3)C1)C2
-3%	4	COc1ccc(OC(=O)/C=C/c2ccc([N+](=O)[O-])cc2)cc1
?	.	NC(=O)Nc1ccc(C(=O)OCC(=O)Nc2cccc(S(=O)(=O)NC3=NCCC3)c2)cc1
?	.	CCOC(=O)N/N=C(/C)c1ccc(N2C(=O)C3CCCCC3C2=O)cc1 (centres undefined)
15%	10	C/C(=N\Nc1ccc(C(=O)O)cc1)c1ccc(S(=O)(=O)NCc2ccco2)cc1
i	-18	COc1ccc(CN(C(=O)CNC(=O)c2ccco2)C(C(=O)NCC2CCCO2)c2ccccc2)cc1 (centres undefined)
?	.	O=C(CSc1nc2cc([N+](=O)[O-])ccc2n1-c1ccccc1)NCc1ccc2c(c1)OCO2
?	.	O=C(NC1CCCCC1)c1cc(-c2ccccn2)nc2ccccc12
?	.	O=C(CSc1nnc(COc2ccccc2)o1)N1CCCC1
1%	-2	CCOCCCNC(=O)C(NC(=O)c1ccccc1O)c1ccccc1 (centres undefined)
-1%	3	C/C(Cc1ccccc1)=N\NC(=O)CNC(=O)/C=C\c1ccccc1
?	.	COc1ccc(-c2ccc(SCC(=O)NC3CCCCC3)nn2)cc1
2%	-2	COc1cc(OC)cc(-c2nn[nH]n2)c1
?	.	CSc1ccc(S(=O)(=O)N2CCC(C(=O)N3CCc4ccccc4C3)CC2)cc1
10%	12	Cn1c(N)c(C(=O)/C=C/c2ccccc2)c(=O)[nH]c1=O
11%	1	CCC(C)NC(=O)CCn1c(-c2ccccc2)cc(C(C)=O)c1C (centres undefined)
i	7	CCCc1cc(=O)[nH]c(SCCOC(=O)c2ccccc2)n1
?	.	Nc1c(C(=O)Nc2cccc(F)c2)nnn1-c1ccc2c(c1)OCCO2
?	.	CCCn1c(N2CCN(C(=O)N3CCCCC3)CC2)nc2ccccc21
?	.	COC(=O)c1c(C)[nH]c(C(=O)/C=C/c2ccccc2Cl)c1C
24%	-20	N#CC1=C(N)Oc2cc(N)ccc2C1c1ccc(Cl)cc1 (centres undefined)
?	.	Cc1ccc(S(=O)(=O)N(C)CC(=O)Nc2nnc(CC(C)C)s2)cc1
?	.	O=C(NNC(=O)c1ccc(Cl)cc1Cl)Nc1ccccc1
?	.	CCOC(=O)[C@H]1[C@H]2COc3ccc(C)cc3[C@@H]2N2C(=O)CN(CC3CCCO3)C(=O)[C@@]12C (some centres undefined)
-10%	9	Cn1nc([N+](=O)[O-])nc1Sc1ccc(Cl)cc1
?	.	Cc1ccc(Cn2ccc(=O)c(OCc3c(Cl)cccc3Cl)c2C)cc1
15%	14	COc1ccc(-c2cc3c(=O)n(CC(=O)NCc4ccccc4OC)ncn3n2)cc1
-17%	-16	CN(Cc1ccon1)Cc1cn(C)nc1-c1cccc(Cl)c1
?	.	CCCCCC(=O)Nc1ccc2oc(-c3cccnc3)nc2c1
6%	11	C=CCN(C(=O)c1ccccn1)C(C(=O)NCc1ccccc1)c1ccccc1F (centres undefined)

One compound at a time, as listed above. Screens in order: S3 lipid droplet	S3 lipid droplet cell count max
CN(Cc1ccon1)Cc1cn(C)nc1-c1cccc(Cl)c1 is entered as -17%	-16
COC(=O)c1c(C)[nH]c(C(=O)/C=C/c2ccccc2Cl)c1C is entered as ?	.
CCCn1c(N2CCN(C(=O)N3CCCCC3)CC2)nc2ccccc21 is entered as ?	.
Cc1ccc(Cn2ccc(=O)c(OCc3c(Cl)cccc3Cl)c2C)cc1 is entered as ?	.
CCCCCC(=O)Nc1ccc2oc(-c3cccnc3)nc2c1 is entered as ?	.

(continued)
S3 lipid droplet	S3 lipid droplet cell count max	Compound
?	.	COC(=O)C1=C(C)NC(=O)NC1C1CC=CCC1 (centres undefined)
-1%	-2	CNC(=O)COC(=O)c1cc(-c2ccco2)nc2ccccc12
?	.	O=S1(=O)CCOC[C@H](CC2CCCCC2)N1Cc1ccccc1Br
?	.	COc1cc(CNCCCSc2nnnn2C)cc(Br)c1OC
?	.	O=C(CN1CCN(C/C=C/c2ccccc2)CC1)NC(=O)NC1CCCCC1
-11%	-10	COc1ccccc1OCCCC(=O)NC(C)c1ccccc1 (centres undefined)
-9%	1	COc1ccc(CN2CCNC(=O)C2CC(=O)NCCCn2cccn2)c(OC)c1 (centres undefined)
?	.	Cc1ccc(/C=C2\SC(=S)N(CCCC(=O)Nc3cc(C)on3)C2=O)cc1
?	.	COc1ccc(-c2nnc(-c3ccccc3)o2)cc1OC
?	.	Cc1ccc(C(=O)NNC(=O)c2nn(-c3ccc(F)cc3)ccc2=O)cc1
?	.	COc1ccc(NC(=S)N(CCN2CCOCC2)Cc2ccccc2F)cc1
?	.	Cc1cc(=O)[nH]c(/N=C(\N)Nc2ccc3c(c2)OCCO3)n1
-9%	1	COc1ccc(CCNC(=S)NCCc2ccc(OC)c(OC)c2)cc1OC
8%	15	CCCOCC1CC2(CC(C)(c3csc(N)n3)OC2=O)C(=O)O1 (centres undefined)
12%	-18	c1ccc2c(c1)ncn2-c1ncnc2sc3c(c12)CCCC3
?	.	O=C(c1cccs1)N(Cc1ccco1)c1nc(-c2ccc(F)cc2)cs1
?	.	O=C(c1ccccc1Br)N1CCN(c2ccccc2)CC1
3%	27	CCOC(=O)C1(Cc2ccc(OC)cc2)CCN(C(=O)CN2CCN(CC)CC2)CC1
-10%	-8	O=c1oc2ccccc2c(N2CCCCC2)c1CN1CCCCC1
1%	0	CC(C)NC(=O)NS(=O)(=O)c1cnccc1N1CCCCC1
-12%	18	COc1cc(OC)c(OC)cc1/C=C1\Oc2cc(OS(C)(=O)=O)ccc2C1=O
i	-5	COc1ccccc1NC(=O)c1ccccc1Oc1ccccc1
0%[9.22 µM]	1	NC1=NC(=O)C(CC(=O)Nc2ccc3c(c2)OCO3)S1 (centres undefined)
i	1	Cc1nnc(SCc2ccccc2F)n1NCc1cccs1
0%	-7	N#Cc1cccc(C(c2nnnn2C2CCCC2)N2CCC(Cc3ccccc3)CC2)c1 (centres undefined)
?	.	COc1ccccc1-n1c(CCC(=O)O)ccc1-c1ccccc1
8%	7	CCc1ccc2n(-c3ccc(OC)cc3)c([S-])c(C(=O)Nc3cc(C)cc(C)c3)[n+]2c1
-7%	.	N[C@@H](CO)c1cn([C@@H](Cc2cc3ccccc3[nH]2)C(=O)N2CCNCC2)nn1
?	.	Cn1c(=O)[nH]c(=O)c2c1nc(N1CCN(C(c3ccccc3)c3ccccc3)CC1)n2CCO
12%	.	Cc1cccc(NC(=S)N2CCCCCC2)c1
?	.	C=CCn1c(SCC(=O)NC(=O)Cc2ccccc2)nc2ccccc2c1=O
?	.	CC(=O)c1cc(NC(=O)c2ccccc2)c(=O)oc1/C=C/N(C)C
?	.	O=C(COC(=O)CNC(=O)c1ccc(Cl)cc1Cl)NCC1CCCO1 (centres undefined)
18%	-3	Cc1nn(CC(=O)Nc2ccc3c(c2)oc2ccccc23)c(=O)c2ccccc12
?	.	COCCn1c(=S)[nH]c2cc(C(=O)N3CCN(c4cccc(Cl)c4)CC3)ccc2c1=O
?	.	CN(c1cccc(NC(=O)CSc2ccc(Cl)cc2)c1)S(C)(=O)=O
?	.	Cc1cc2c(C)nc(Cc3ccccc3)nc2o1
?	.	CNC(=O)c1cc(Nc2nnc(-c3ccc(C)c(S(N)(=O)=O)c3)c3ccccc23)ccc1OC
-94%	10	c1csc(CN2CCN(Cc3cccs3)C2c2cccs2)c1
29%	28	COC(=O)N/N=C/c1ccc(OCCSc2ccc(Cl)cc2)c(OC)c1
?	.	CCN(C(=O)c1cccc(F)c1)c1ccccc1C
?	.	CCCOc1ccc(/C=N/NC(=S)Nc2ccccc2[N+](=O)[O-])c(O)c1
?	.	O=C(NCCCc1ccc(F)cc1)C1CCC(=O)N(CC2CCCCC2)C1 (centres undefined)
?	.	COc1ccc(CCNC(=O)COC(=O)COc2ccc(Cl)cc2)cc1OC
?	.	CC(Sc1ncn[nH]1)C(=O)Nc1cc(C(F)(F)F)ccc1Cl (centres undefined)
?	.	COc1ccc(F)cc1S(=O)(=O)N1CCC2(CC1)OCCN2S(=O)(=O)c1ccccc1
?	.	CN(C)c1ccc(/C=C/c2ccc3c4ccccc4ccc3[n+]2-c2ccccc2)cc1
1.3µM*	12*	COc1ccccc1CNC(=O)CCCc1nnc2n(C)c(=O)c3sccc3n12
?	.	COc1ccc(C(=O)Nc2ccc(NC(=O)c3cccc(OC)c3)cn2)cc1
?	.	CCCCn1c(SCn2nnc3ccccc3c2=O)nc2cc(S(N)(=O)=O)ccc21
?	.	O=C(NCCc1csc(-c2ccc(Cl)cc2)n1)c1ccco1
1%	-7	COc1ccccc1CNC(=O)c1ccc2c(=O)n(CCCN3CCCC3=O)c(=S)[nH]c2c1
?	.	COc1ccccc1/C=C/CN1CCSCC1
2%	3	O=C(O)c1n[nH]nc1-c1ccccc1
0%	0	CCOC(=O)C1CCCN(C(=S)Nc2cccc(Cl)c2C)C1 (centres undefined)
?	.	CNS(=O)(=O)c1ccc(NC(=O)Nc2cccc(F)c2)cc1
?	.	Cc1nnsc1C(=O)N1CCN(c2ccc(C#N)cn2)CC1
-13%	-16	COc1cc(/C=N\N=C2/SC(CC(=O)O)C(=O)N2c2ccc(O)cc2)ccc1O (centres undefined)
i	0	CC(=O)N1CC(C)Sc2ccc(S(=O)(=O)NC3CCCCC3)cc21 (centres undefined)
